CCT modulator – cytosolic chaperonin activity modulation | purified chaperonin ATPase assay, HTRF ADP detection, 30 min | activity change, % (test concentration not listed), hits read low | hit rate 0.3% among 360,000; in the data active = activity change below about -30%; also: % is scaled to controls: 0 for no effect and ±100 for the full control effect
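TRiC at 40 or 20 nM final (batch-dependent) in 30 mM Tris pH 7.4, 100 mM KCl, 5 mM MgCl2, 1 mM DTT, with compound at single 76 uM and 10 uM ATP, 30 min at 37 deg C. ADP detected by HTRF Transcreener, 665/615 ratio.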
HepG2 viability – counter-screen for TGF-b inhibitors: cytotoxicity in HepG2 cells | hit rate 0.76% among 410,000 | Potency, µM (series often up to 46.1 µM), without a hit: at the highest dose activity change, negative = cytotoxicity, most hits filed as cytotoxic | HepG2 CAGA-GFP viability, ATP luminescence, 18 h | AID 588856; also: potency is read from the fitted curve at half-maximal effect; some results filed as inactive show a strong effect at the top dose
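CellTiter-Glo luminescence gave cytotoxicity after 18 hours at 37 degrees C. The cells were HepG2 CAGA-GFP in 1% FBS DMEM, stimulated with 500 pg/mL TGF-beta after compound addition. %Activity was normalised to no-cell wells (complete cell-killing) and DMSO (no toxicity), and curves were fitted and classified.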
A549 tox – kills or reduces viability of A549 cells in Nrf2 counter-screen. hit rate 0.16% among 390,000. Potency, µM (highest dose often 46 µM), for the others: top-dose activity change, negative = cytotoxicity, actives largely listed as inhibitors. AID 504648. A549 ARE-Fluc cells, CellTiter-Fluor viability, 18-24 h; also: potency is read from the fitted curve at half-maximal effect; % is scaled to controls: 0 for no effect and ±100 for the full control effect
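Cytotoxicity counterscreen: CellTiter-Fluor fluorescence was measured in A549 ARE_Fluc cells after 18-24 h of compound exposure in a concentration series. The subsequent BugLite luminescent read reports ARE-luciferase activity.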
Nrf2 inh – blocks Nrf2 signaling. A549 ARE-Fluc reporter, luciferase luminescence, 18-24 h. Potency, µM (highest dose often 46 µM), for the others: at the highest dose activity change, negative = inhibition, actives largely listed as inhibitors. hit rate 2.1% among 360,000. AID 504444; also: potency is read from the fitted curve at half-maximal effect; % is scaled to controls: 0 for no effect and ±100 for the full control effect; nearly all actives have a fitted effect of over 60% in size
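Reporter: ARE-Fluc in A549. Exposure: 18-24 h, 37 °C, 5% CO2, 5% FBS OPTI-MEM. Readouts: fluorescent cytotoxicity (CellTiter-Fluor), then luminescent Nrf2 signal after BugLite.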
Abeta yeast res – restores growth of yeast expressing A-beta42 peptide; Potency, µM (highest dose often 46.1 µM), inactives show top-dose growth rescue, actives largely listed as activators; hit rate 0.063% among 410,000; yeast expressing A-beta42, growth rescue, OD600, 48 h; response scale: 0% DMSO, 100% iron-clioquinol control; also: potency is read from the fitted curve at half-maximal effect; nearly all actives have a fitted effect of over 55% in size
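Growth rescue measured by 600 nm absorbance after 48 h yeast culture at 30 C with compound. Values normalized between DMSO and an equimolar ferric chloride plus clioquinol control.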
Mm-Cpn inhibitor – blocks the Methanococcus maripaludis chaperonin Mm-Cpn. purified Mm-Cpn ATPase, ADP Transcreener TR-FRET. Potency, µM (doses to about 76.9 µM), for the others: at the highest dose activity, negative = inhibition, most hits filed as inhibitors. hit rate 0.031% among 330,000. AID 504842; also: potency is read from the fitted curve at half-maximal effect; % is scaled to controls: 0 for no effect and ±100 for the full control effect; nearly all actives have a fitted effect of over 80% in size
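Purified archaeal chaperonin (25 nM final) was preincubated with compound for 10 min at 37°C, then ATP (10 uM final) was added for 30 min at 37°C in Tris pH 7.4/KCl/MgCl2/DTT buffer. ADP was quantified by HTRF Transcreener TR-FRET.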
Nrf2 ARE act – activates Nrf2 signaling; AREc32 ARE-luciferase reporter (MCF7-derived line), luminescence, 24 h; Potency, µM (titrated, usually from 46.1 µM), for the others: at the top dose activation, actives largely listed as activators; hit rate 0.31% among 410,000; AID 624171; also: potency is read from the fitted curve at half-maximal effect; % of control where 0% means no effect; nearly all actives have a fitted effect of over 65% in size
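Luciferase luminescence (Steady-Glo, 30 min at room temperature) served as the read-out of ARE activation in AREc32 cells treated with compounds for 24 hr at 37 deg C.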
Akt phos inh – blocks phosphorylation of Akt. activity change, % for hits at 50 µM. hit rate 0.32% among 360,000. AID 651550. Neuro2A IGF-stimulated pAkt S473 HTRF, 20 min; stronger effect = lower value; in the data active = activity change below about -80%; inconclusive = mostly about -51% to -80%; also: % is scaled to controls: 0 for no effect and ±100 for the full control effect
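Single-point screen (50 µM final compound) in Neuro2A cells stimulated 20 min with 6 nM IGF at 37 deg C. After lysis, Ser473-phosphorylated Akt read by HTRF (ex 330 nm, em 615/665 nm) as the 665/615 ratio.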
TGFb inhibitor – inhibitors of TGF-b signaling | HepG2 CAGA-GFP TGF-b/SMAD3 reporter, GFP fluorescence, 18 h; TGF-beta stimulated, 500 pg/mL final | hit rate 1.2% among 410,000 | Potency, µM (highest dose often 46.1 µM), without a hit: at the highest dose activity, negative = inhibition, hits mostly inhibitors; also: potency is read from the fitted curve at half-maximal effect; % is scaled to controls: 0 for no effect and ±100 for the full control effect; nearly all actives have a fitted effect of over 65% in size
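Read-out: total well GFP (ex488/em500-530) summed from mean per-cell fluorescence. Cells: HEPG2 CAGA-GFP, 1% FBS DMEM, 18 h at 37 degrees C with 500 pg/mL final TGF-beta. Unstimulated wells served as the full-inhibition control; stimulated DMSO wells = 0%.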
Active calls of the source: *; i = inactive; ? = inconclusive; / = no result given; & = joins results of further samples; [ ] = remark or other dose. Unless noted, calls follow the shape of the dose curve; as a rule, active = well fitted curve in the direction sought with a large enough effect; inconclusive = small, poorly fitted or top-dose-only effect, or another doubt; inactive = no such curve, though single readings can be large; an effect the other way counts as inactive or inconclusive. No enrichment for hits. Share with any hit: about 4.3%.

SMILES	CCT modulator	HepG2 viability	A549 tox	Nrf2 inh	Abeta yeast res	Mm-Cpn inhibitor	Nrf2 ARE act	Akt phos inh	TGFb inhibitor
CCc1nc2sc3ccccc3c(=O)c2c(=O)n1Cc1ccc(OC)cc1	1.3	1%	?	?	-18%	0%	4.9%	i	?
CN(C)S(=O)(=O)c1ccc2oc(SCC(=O)c3c(N)n(C4CC4)c(=O)[nH]c3=O)nc2c1	0.1	-5%	-2%	?	-3%	1%	-1.6%	i	13%
Cc1ccccc1OCc1occc1C(=O)Nc1cccc(-n2cnnn2)c1	-27	-32%	5%	?	-10%	-1%	0.5%	/	14µM*
Cc1cccc(OCC(=O)NNC(=O)CCCCC(=O)NNC(=O)COc2cccc(C)c2)c1	0.1	-15%	4%	2%	6%	-1%	-0.5%	i	-15%
COc1ccc(CNC(=O)CCc2nc(-c3ccccc3F)no2)c(OC)c1	-3.0	-3%	1%	-16%	13%	-1%	1.6%	i	29%
COC(=O)Cn1c(=O)c2c(nc3n2CC(C)CN3CCc2ccccc2)n(C)c1=O (centres undefined)	0.6	6%	2%	-15%	-2%	3%	-0.9%	i	-15%
Cc1cccc(C)c1-n1nnnc1C1(C)CCC(=O)N1C1CCN(Cc2ccccc2)CC1 (centres undefined)	-2.3	/	/	/	-4%	/	-1.3%	i	/
COc1ccccc1NC(=O)c1cc2c(CO)cnc(C)c2oc1=Nc1ccc(OC)c(OC)c1	2.8	-12%	-1%	?	-6%	0%	-0.4%	i	-1%
CCN(c1ccccc1C)S(=O)(=O)c1cc2c3c(c1)CCC(=O)N3CCC2	-1.2	-1%	7%	-22%	-21%	1%	-0.3%	i	4%
COCCNC(=S)N1CCN(C(c2ccccc2)c2ccccc2)CC1	-0.2	6%	-4%	3%	-11%	-2%	0.0%	i	0%
O=C(/C=C/c1ccco1)Nc1nc(-c2ccccn2)cs1	-0.6	15%	-6%	?	?	1%	?	i	?
Cc1cc(N/N=C/c2ccc(O)cc2O)nc(-c2ccccc2O)n1	-0.1	-41%	-27%	?	-4%	?	-0.3%	i	?
Cn1c(SCC(=O)Nc2cccc(S(=O)(=O)NC3=NCCCCC3)c2)nnc1-c1ccncc1	-0.3	-58%	2%	-23%	-21%	1%	-0.9%	i	-5%
CCCc1c(C(=O)Nc2ccc(F)cc2C)cnn1-c1ccccc1	-0.8	-5%	-6%	-16%	-36%[inhibitor]	2%	0.3%	i	33%[activator]
CC(Sc1nc2ccccc2c(=O)n1CCc1ccc(S(N)(=O)=O)cc1)C(=O)NC(N)=O (centres undefined)	-0.3	-1%	-1%	4%	-8%	0%	-0.5%	i	-20%
COc1ccc(NC(=O)CCN2C(=O)c3ccc([N+](=O)[O-])cc3C2=O)c(OC)c1	-1.5	-22%	0%	-26%	-4%	4%	-0.3%	i	18%
CC(C)(C)c1ccc(C(=O)N2CC(=O)Nc3ccc(F)cc3C2c2ccc(F)cc2)cc1 (centres undefined)	/	-16%	-19%	7%[9.27 µM]	?	/	0.0%	/	?
Cc1cccc(-n2c(=O)[nH]c3c(C(N)=O)nc(CC(C)C)nc32)c1	-0.7	2%	-4%	-3%	-3%	-1%	2.6%	/	4%
c1coc(-c2nnc3sc(-c4cccs4)nn23)c1	1.1	2%	/	1%	-29%	-15%	?	i	1%
O=C(NCc1cccc(C(F)(F)F)c1)c1c[nH]c(=O)s1	-2.6	-6%	/	/	-13%	/	-0.3%	i	-6%
CN(c1ccccc1)S(=O)(=O)c1cccc(NC(=O)CSc2nnc(N)s2)c1	-2.5	-21%	-2%	?	27%	1%	0.1%	i	12%
CCOCCCN(C(=O)c1ccco1)C(C(=O)NC1CCCC1)c1ccc(OC)cc1 (centres undefined)	-2.7	-25%	-6%	-15%	-5%	1%	0.1%	i	-6%
COc1ccc(CN(CC(O)COCc2ccccc2)S(=O)(=O)c2ccccc2Br)cc1OC (centres undefined)	-2.8	-22%	?	?	-6%	-4%	3.7%	i	?
CC(C)CN(C(=O)COC(=O)CCc1nc2ccccc2s1)c1c(N)n(Cc2ccccc2)c(=O)[nH]c1=O	-1.0	-4%	3%	-14%	2%	1%	-0.3%	i	-10%
O=C(CSc1nc2ccccc2o1)Nc1ccccc1N1CCOCC1	-0.1	10%	2%	/	15%	0%	0.6%	i	-5%
COc1cccc(-c2nc(CS(=O)(=O)CC(=O)Nc3ccccc3Cl)c(C)o2)c1	0.6	-3%	-2%	?	1%	-13%	1.0%	i	-16%
COc1ccccc1N1CCN(C(=O)Cn2ncc3c([nH]c4ccccc43)c2=O)CC1	-0.1	-13%&-1%	-3%&4%	-8%&0%	8%&-5%	1%	-0.8%&-1.3%	i	-7%&-15%
Cn1c2c(c(=O)n(C)c1=O)CN(Cc1ccco1)CN2	1.6	15%	-3%	?	3%	0%	0.0%	i	-31%
NC(=O)CC[C@H](NC(=O)c1ccc(F)cc1)C(=O)OCC(=O)Nc1c(F)c(F)c(F)c(F)c1F	0.5	-19%	-4%	1%	3%	2%	0.3%	i	-29%
CN(C)C(CNC(=O)c1cccc(S(=O)(=O)N2CCN(c3ccc(F)cc3)CC2)c1)c1ccccc1 (centres undefined)	0.1	-23%	-8%	?	-3%	/	7.6%	i	?
CCOCCCNC(=O)CCc1ccc(S(=O)(=O)Nc2ccc(C)cc2)cc1	-0.5	2%	-8%	-22%	-8%	3%	-0.3%	i	9%
O=C(NCc1ccccc1F)C1CCCN1C(=O)NCc1ccccc1 (centres undefined)	0.1	-1%	-3%	1%	18%	1%	-0.2%	i	-16%
CC1=NNC(=O)C1C(c1ccccc1)C(C#N)C#N (centres undefined)	0.8	-8%	-7%	-5%	5%	-3%	-0.5%	i	?
COc1cccc(/C=N/Nc2ccc(C(=O)O)cc2)c1O	-0.7	-16%	1%	?	-24%	-4%	0.2%	i	?
CCCSCCCNC(=O)Cn1nc(CC)n2c(cc3c(OC)cccc32)c1=O	-1.8	-31%	0%	2%	-2%	1%	0.3%	i	-6%
CCOC(=O)N1CCC(NC(=O)CS(=O)Cc2nc(-c3ccc(C)cc3)oc2C)CC1 (centres undefined)	-0.5	-1%	-5%	-24%	6%	-2%	0.3%	i	5%
CCOC(=O)c1c(C)[nH]c(C(=O)COC(=O)c2c(CC)noc2C)c1C	-2.8	0%	-5%	-12%	3%	-2%	0.4%	i	-1%
Cc1noc(-c2ccccc2OCC(=O)Nc2ccccc2[N+](=O)[O-])n1	/	-3%	-2%	28%	-26%	/	18%	/	?
O=C1NC(=S)SC1=C1CCCCCC1	-0.8	-23%	2%	?	-33%[inhibitor]	1%	1.9%	i	?
COc1ccc(/C=N/Nc2ccc([N+](=O)[O-])cc2)cc1Cn1cc([N+](=O)[O-])cn1	0.3	-32%	?	?	2%	0%	2.7%	i	?
N#CCSc1ccccc1NC(=O)CN1C(=O)C(=O)N(Cc2ccccc2)C1=O	-1.3	-21%	-2%	1%	11%	1%	2.8%	i	-13%
CCn1c(SCC(=O)Nc2cc(C)c(Cl)cc2OC)nnc1-c1ccco1	-1.1	-35%	-3%	-20%	0%	-1%	4.9%	i	?
O=C(NC1CCCC1)C(c1ccc(F)cc1)N(C(=O)c1csnn1)C1CCCC1 (centres undefined)	-1.0	-1%	0%	1%	0%	1%	-0.5%	i	?
Clc1ccccc1-c1nc(-c2cccnc2)no1	-0.2	-21%	-28%	?	0%	/	?	i	-8%
N#Cc1ccccc1COC(=O)CCN=C1NS(=O)(=O)c2ccccc21	-1.1	-2%	1%	?	-11%	0%	0.1%	i	-4%
O=c1c2ccccc2nc2sc(Nc3cccc(Cl)c3)nn12	/	-5%	-3%	?	-7%	-2%	6.8%	/	-5%
CCOC(=O)N1CCC(NC(=O)c2cnn(-c3ccc(F)cc3F)c2C2CCN(C(=O)OC(C)(C)C)CC2)CC1	/	-19%	15%	-4%	-15%	/	0.3%	/	?
N#C/C(=C/c1cn(Cc2ccccc2Cl)c2ccccc12)C(=O)Nc1cccc(Cl)c1	/	-3%	-17%	?	-8%	/	0.4%	/	?
CCn1cc(C(=O)N(C)Cc2ccc(OC(F)F)cc2)c(=O)c2ccc(C)nc21	-2.9	-16%	-7%	2%	5%	1%	2.8%	i	-15%
COc1ccc(NC(=O)CSc2nc3ccncc3[nH]2)c(OC)c1	-2.9	14%&-1%	0%&3%	13%&-24%	-15%	0%	0.4%&-0.4%	i	4%&-23%
O=C(Nc1nc2ccccc2[nH]1)C1CCCO1 (centres undefined)	-5.8	-25%	-8%	15%	13%	-1%	1.9%	i	0%
Cc1cc(C(=O)Cn2nnc(-c3ccc(Cl)cc3)n2)c(C)n1CC1CCCO1 (centres undefined)	0.6	-1%	-9%	13µM*	7%	0%	-0.1%	i	?

Records listed above that bear a hit mark in TGFb inhibitor:
structure	CCT modulator	Mm-Cpn inhibitor	Nrf2 ARE act	Akt phos inh	TGFb inhibitor
Cc1ccccc1OCc1occc1C(=O)Nc1cccc(-n2cnnn2)c1	-27	-1%	0.5%	/	14µM*

Source: PubChem BioAssay
